# Screening results: PubChem BioAssay, National Center for Advancing Translational Sciences (NCATS)
# Lamin A splicing: modulators of lamin A splicing | HeLa LMNA splicing GFP/RFP minigene ratio, 48 h | Potency, µM (titrated, usually from 46.1 µM), inactives show at the top dose ratio change, negative = inhibition, actives largely listed as inhibitors | hit rate 0.01% among 200,000 | AID 1487; active = well fitted inhibition curve with a large enough effect in the signal ratio, with a control signal flat, not every such curve was filed as active; inconclusive = small, poorly fitted or top-dose-only effect, or effect the other way, or a change in a side signal; the % refers to the signal ratio; also: potency is read from the fitted curve at half-maximal effect; % is scaled to controls: 0 for no effect and ±100 for the full control effect
#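 Read-out is the ratio of GFP to DsRed2 object intensity, acquired by 488 nm laser-scanning cytometry on HeLa lamin A-EGFP minigene reporter cells. Compound incubation 48 hrs at 37 °C in Opti-MEM with 2% FBS; DMSO 0.5% final.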
# GAA glycogen mod: inhibitors or activators of human alpha-glucosidase glycogen cleavage. Potency, µM (series often up to 76.4 µM), for inactives: top-dose activity change, negative = inhibition, hits mostly inhibitors. AID 2100. recombinant GAA, glycogen substrate, Amplex Red glucose oxidase fluorescence. hit rate 0.38% among 300,000;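 also: potency is read from the fitted curve at half-maximal effect; 0% = full enzyme reaction and -100% = no-enzyme basal signal; the screen sought inhibitors and activators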
#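 Recombinant enzyme (4 nM final) with compounds titrated up to 77 uM and bovine liver glycogen (30 ug) in citrate pH 5.0, 0.01% Tween-20, 37 C 40 min. Released glucose detected by Amplex Red/glucose oxidase (Ex 573/Em 610); AC50 from Hill fits.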
# HTT ATP protect: protects HTT-Q103 PC12 cells, measured by ATP; PC12 HTT-Q103 induced, cytoprotection, ATP luminescence, 40 h; Potency, µM (doses to about 56.4 µM), inactives show cytoprotection (ATP increase), usual class: activators; hit rate 0.14% among 230,000;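 also: potency is read from the fitted curve at half-maximal effect; % of control where 0% means no effect; nearly all actives have a fitted effect of over 45% in size; toxic huntingtin expression switched on by the ecdysone agonist tebufenozide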
#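 Rat PC12, Q103 Htt exon1-GFP fusion, ecdysone promoter; tebufenozide inducer 100 nM final; compound titration; qHTS, 1500 cells/well; ATPlite luminescent read.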
# CBFb RUNX1 block: inhibitors of human CBF-beta and RUNX1 interaction | Q01196+Q13951 | AlphaScreen CBFb-His/RUNX1-biotin binding, biochemical | Potency, µM (titrated, usually from 59.8 µM), for the others: at the top dose activity, negative = inhibition, usual class: inhibitors | 230,000 tested, under 10 active; also: % of control where 0% means no effect
# Target sequence (Q01196 whole entry, looked up): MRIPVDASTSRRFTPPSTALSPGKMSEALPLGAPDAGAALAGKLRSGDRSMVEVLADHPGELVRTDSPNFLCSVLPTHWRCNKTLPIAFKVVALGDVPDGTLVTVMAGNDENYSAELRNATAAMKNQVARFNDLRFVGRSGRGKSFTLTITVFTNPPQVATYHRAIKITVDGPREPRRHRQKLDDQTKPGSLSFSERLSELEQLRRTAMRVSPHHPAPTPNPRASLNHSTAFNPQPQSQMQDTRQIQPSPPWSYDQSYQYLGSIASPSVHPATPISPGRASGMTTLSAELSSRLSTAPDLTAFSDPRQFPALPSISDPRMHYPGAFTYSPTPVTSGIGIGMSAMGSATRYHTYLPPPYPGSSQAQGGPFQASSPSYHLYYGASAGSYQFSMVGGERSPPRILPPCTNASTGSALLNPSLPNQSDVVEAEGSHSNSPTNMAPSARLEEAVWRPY
# Target sequence (Q13951 whole entry, looked up): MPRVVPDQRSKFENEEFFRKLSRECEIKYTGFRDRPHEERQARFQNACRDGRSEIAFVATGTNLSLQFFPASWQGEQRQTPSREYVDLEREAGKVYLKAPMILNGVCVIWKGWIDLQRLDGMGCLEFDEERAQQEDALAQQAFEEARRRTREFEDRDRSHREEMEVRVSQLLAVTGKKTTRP
#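 His-tagged CBF-beta and biotinylated RUNX1 (30 nM each) were premixed 20 min at room temperature, exposed to compound for 15 min, then given nickel-chelate and streptavidin AlphaScreen beads (50 ng each). After 90 min, AlphaScreen signal was read.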
# GAA inh: alpha-glucosidase (human) inhibition. P10253. purified human GAA, 4-MU-alpha-glucoside fluorescence. Potency, µM (doses to about 76.9 µM), without a hit: at the highest dose activity change, negative = inhibition, most hits filed as inhibitors. hit rate 0.005% among 200,000. AID 1466;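 also: potency is read from the fitted curve at half-maximal effect; plate controls were uninhibited enzyme wells for no effect and no-enzyme background for full effect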
#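 Fluorogenic assay: 4 nM human alpha-glucosidase with 400 uM 4-methylumbelliferyl-alpha-D-pyranoside in 50 mM citrate/phosphate, 0.005% Tween-20, pH 5.0, 20 min at room temperature. Compounds tested up to 77 uM; AC50 from Hill fits.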
# aGlu spleen mod: inhibits or activates alpha-glucosidase in human spleen homogenate; P10253; human spleen homogenate, 4-MU-alpha-glucoside fluorescence; Potency, µM (top dose mostly 79.9 µM), for inactives: at the top dose activity change, negative = inhibition, hits mostly inhibitors; hit rate 0.006% among 240,000;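 also: potency is read from the fitted curve at half-maximal effect; 0% = enzyme with vehicle and -100% = no enzyme basal signal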
#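 Compounds were titrated against alpha-glucosidase in spleen homogenate at pH 5.0, with 1 mM 4-methylumbelliferyl substrate for 40 min at 37 C. Reactions were quenched with pH 10 NaOH/glycine and fluorescence measured.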
# HTT aggregate: inhibitors of mutant huntingtin aggregate formation in PC12 cells; PC12 HttQ103-GFP aggregates, Acumen cytometry, 40 h; Potency, µM (series often up to 46.1 µM), for the others: at the highest dose activity change, negative = inhibition, most hits filed as inhibitors; hit rate 1.1% among 220,000; AID 1688; also: potency is read from the fitted curve at half-maximal effect; % is scaled to controls: 0 for no effect and ±100 for the full control effect; nearly all actives have a fitted effect of over 60% in size
#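 Huntingtin Q103 exon 1–GFP aggregates in induced PC12 cells (100 nM tebufenozide) were quantified by cytometry from lysates, with compounds dosed in titration.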
# Active calls of the source: *; ? = inconclusive; . = no result given; [ ] = dose if it differs, or a comment. Unless noted, calls follow the shape of the dose curve; as a rule, active = well fitted curve in the direction sought with a large enough effect; inconclusive = small, poorly fitted or top-dose-only effect, or another doubt; inactive = no such curve, though single readings can be large; an effect the other way counts as inactive or inconclusive. Random draw from the library. About 1.5% of those tested had a hit in this group.
canonical_smiles	Lamin A splicing	GAA glycogen mod	HTT ATP protect	CBFb RUNX1 block	GAA inh	aGlu spleen mod	HTT aggregate
Cc1cc(C)c2c(N)c(C(=O)N/N=C/c3cccnc3)sc2n1	.	1%	-3%[10 µM]	-2%	.	8%	8%[9.22 µM]
CC(=O)OCCCCCCCCCCC[N+]1(C)CCCCC1	?	8%	20%[10 µM]	8%	3%	-4%	4%[9.22 µM]
NC(=O)Cc1ccc(Nc2nnc(-c3ccccc3)c3ccccc23)cc1	-3%	4%	38%[1.9 µM]	-3%	-4%	-3%	-4%
Cc1ccc(NC(=O)C(NC2CCCc3ccccc32)c2ccccc2)c([N+](=O)[O-])c1 (stereo not drawn)	?	1%	-3%[10 µM]	?	-1%	-4%	-5%
O=C(c1ccc(-n2nc(C(F)(F)F)c3c2CCCC3)cc1)N1CCOCC1	.	-10%	-5%	2%	3%	-8%	4%
CC(C)(C)c1ccc(OCC(=O)Nc2ccc3c4c(cccc24)C(=O)NC3=O)cc1	?	13%	.	2%	?	4%	.
CC1CN(c2ccccc2)CCN1Cc1nc(Cc2ccccc2)no1 (stereo not drawn)	15%[46 µM]	-13%	3%[10 µM]	1%	-1%	5%	-8%[9.22 µM]
CCC(=O)N1CCc2cc(Br)cc(S(=O)(=O)CCC(=O)NCc3ccco3)c21	0%	4%	35%[10 µM]	-4%	-4%	-21%	-12%
c1ccc(-c2ccc(-c3csnn3)cc2)cc1	4%	8%	-17%	4%	6%	2%	-5%
O=[N+]([O-])c1ccc(-c2csc3[n+]2CCS3)cc1	14%	-3%	-1%[10 µM]	-8%	3%	-4%	20%
CC(C)C(=O)Nc1cc(S(=O)(=O)Nc2ccc(Cl)cc2)ccc1Cl	?	5%	-13%[10 µM]	5%	0%	-2%	-11%
O=C(Nc1nc(-c2ccccc2)cs1)c1ccccc1NS(=O)(=O)c1ccc(F)cc1	?	5%	-72%[inhibitor][10 µM]	-8%	3%	1%	1.8µM*
CNc1ccccc(-c2ccc3cc4c(cc3n2)OCO4)c1=O	-1%	6%	.	?	-1%	6%	25%
O=C(NCc1ccco1)c1ccc2ccccc2n1	14%[46 µM]	-12%	5%[10 µM]	-2%	2%	0%	2%[9.22 µM]
O=C(CSc1nc(-c2ccccc2)cc(C(F)(F)F)n1)NCCN1CCOCC1	9%	2%	-9%[0.074 µM]	7%	-4%	-11%	-3%
Cc1cc(C(F)(F)F)nc(SCC(=O)NC2CC3CCC2C3)n1 (stereo not drawn)	9%	4%	-2%[10 µM]	8%	-8%	-8%	-7%
O=C(Cn1cnc2c(nnn2Cc2ccc(F)cc2)c1=O)NC1CCCC1	6%	2%	26%	2%	1%	-7%	16%
Cc1c(C(=O)N(C)C)sc(NC(=O)c2cccc([N+](=O)[O-])c2)c1C#N	?	-3%	-21%	3%	-5%	-7%	-33%
CC1(C)NC(=O)N(CCOc2ccc([N+](=O)[O-])cc2)C1=O	-12%[46 µM]	-5%	-22%	13%	-4%	10%	9%
CC(=O)NC1(c2cccc(F)c2)CCN(CC(=O)NC(C)C)CC1	0%	16%	12%	0%	-1%	-4%	1%
O=C(NCCSCc1c(F)cccc1Cl)c1ccc(CN2CCOCC2)cc1	?	8%	8%[0.074 µM]	8%	1%	0%	32%
Fc1ccccc1Cn1nnc2c(-n3ccnc3)ncnc21	?	3%	1%	4%	-13%	-4%	-13%
COCCn1c(SCC(=O)Nc2sc(C)c(C)c2C#N)nnc1C(C)C	-10%	-4%	-1%[10 µM]	6%	3%	1%	-2%
O=C(c1ccco1)N(Cc1cccs1)C1CCS(=O)(=O)C1 (stereo not drawn)	1%	2%	-3%[0.074 µM]	6%	-1%	-16%	-13%
CC(C(=O)NCCN1CCOCC1)c1ccc([N+](=O)[O-])cc1 (stereo not drawn)	-6%	2%	-5%[10 µM]	-7%	5%	7%	-26%
CCOC(=O)CCn1cc(F)c(=O)[nH]c1=O	?	10%	-2%[10 µM]	10%	?	-3%	-18%[9.22 µM]
CN(C)c1ccc(C(C#N)c2ccccc2)nn1 (stereo not drawn)	.	?	22%	4%	-6%	-21%	-13%
O=c1ccn(Cc2ccccc2)c(=O)n1Cc1ccccc1	1%	2%	-9%	11%	-10%	-2%	-18%
N#Cc1c(SCc2ccccc2)nc(N2CCOCC2)c2c1CCCC2	?	-3%	12%[10 µM]	1%	-8%	4%	?
COC(=O)C(Cc1ccccc1)NC(=O)C12CC3CC(CC(C3)C1)C2 (stereo not drawn)	-12%	2%	6%[10 µM]	-1%	4%	-3%	1%
CCn1c(=O)cc(OCC(=O)NC2CCCCC2)c2ccccc21	0%	-1%	-13%	4%	-1%	7%	?
CC(=O)N1c2ccc(Cl)cc2C2OCCC2C1c1ccco1 (stereo not drawn)	.	5%	11%[10 µM]	-2%	4%[15.4 µM]	0%	-5%[9.22 µM]
Cc1ccc(C(=O)n2nnc3ccccc32)cc1[N+](=O)[O-]	-8%	5%	-28%[10 µM]	-3%	-1%	-7%	-10%
CCn1nc(C(=O)Nc2ccc(C)c(C)c2)c(Cl)c1Cl	0%	0%	-5%	3%	3%	8%	8%
CCOc1cc(CNC2CCCC2)cc(Cl)c1OCc1ccccc1	4%	-12%	0%	1%	-10%	-3%	12%
C=CCSc1nccc(-c2cc(Cl)sc2Cl)n1	8%	-12%	-29%	8%	?	-11%	-2%
CC(C)C(=O)Nc1cccc2nsnc12	12%	7%	8%[10 µM]	1%	-8%	2%	-13%
Cc1ccc(/C=N/Nc2ccnc3cc(Cl)ccc23)c(C)c1	?	-4%	8%[10 µM]	1%	1%	-3%	-5%[9.22 µM]
O=C(CN1C(=O)C2C3C=CC(C3)C2C1=O)NCCc1ccccc1 (stereo not drawn)	-13%	-15%	41%[10 µM]	-3%	3%	16%	8%
CC1(c2ccc(Cl)cc2)NC(=S)N2C1NC(=S)N2c1ccccc1 (stereo not drawn)	.	-22%	14%[10 µM]	3%	.	1%	-7%[9.22 µM]
COc1cccc(C2CC(=O)Nc3c2c(=O)[nH]c2ncnn32)c1 (stereo not drawn)	10%[46 µM]	4%	-24%	1%	-3%	-2%	0%
O=C(Cn1c(=O)c(=O)n(Cc2ccccc2)c2ccc(Cl)cc21)Nc1ccc(F)cc1F	?	20%	-4%	1%	6%	9%	4%
O=C(NC1CCCCCCC1)C1=COCCO1	0%	3%	4%[10 µM]	4%	-4%	0%	4%
COc1ccc(NC(=S)N(CCc2c(C)[nH]c3ccc(C)cc23)Cc2ccco2)cc1	?	-20%	.	-11%[2.36 µM]	-5%	-8%	-25%
Cn1c(NC(=O)/C=C/c2c(F)cccc2Cl)cc(=O)n(C)c1=O	.	6%	4%	-1%	7%	0%	-22%
COCCNC(=O)C(C)OC(=O)c1cc2occc2n1C (stereo not drawn)	-1%	-9%	0%	-11%	-5%	13%	?
CC(C)CNC(=O)c1ccccc1Oc1ccccc1	5%	13%	-6%	0%	-5%	-1%	8%
CCOC(=S)SCC(=O)N1CCc2cc(OC)ccc2C1C1C(=O)CCCC1=O (stereo not drawn)	?	13%	3%[10 µM]	-11%	-3%	5%	?

# Arranged by SMILES length (rising): part of the list above.
canonical_smiles	Lamin A splicing	GAA glycogen mod	HTT ATP protect	CBFb RUNX1 block	GAA inh	aGlu spleen mod	HTT aggregate
O=C(NC1CCCCCCC1)C1=COCCO1	0%	3%	4%[10 µM]	4%	-4%	0%	4%
CCOC(=S)SCC(=O)N1CCc2cc(OC)ccc2C1C1C(=O)CCCC1=O (stereo not drawn)	?	13%	3%[10 µM]	-11%	-3%	5%	?
COc1ccc(NC(=S)N(CCc2c(C)[nH]c3ccc(C)cc23)Cc2ccco2)cc1	?	-20%	.	-11%[2.36 µM]	-5%	-8%	-25%

# Additional records.
canonical_smiles	Lamin A splicing	GAA glycogen mod	HTT ATP protect	CBFb RUNX1 block	GAA inh	aGlu spleen mod	HTT aggregate
CCN(Cc1ccccc1)C(=O)CCc1nc(-c2ccc(C)cc2)no1	?	-3%	-9%	19%	-9%	-8%	-1%
CCCCN=CC1=C(O)C(C(=O)OC)C(C)(C)CC1=O (stereo not drawn)	-6%	4%	2%[1.9 µM]	6%	-5%	-1%	13%
Cc1ccc2c(=O)cc(C(F)F)oc2c1	21%	?	3%	5%	-4%	-3%	0%
COc1cccc(C(CC(=O)NCc2ccco2)NS(=O)(=O)c2ccc(C)cc2)c1OC (stereo not drawn)	-17%	-5%	10%[10 µM]	-6%	-4%	11%	2%
O=c1[nH]cnc2nn(-c3ccccc3)nc12	4%	-4%	-28%	4%	1%	-3%	-5%
CCCC(=O)NC(=S)Nc1ccc(Cl)cn1	8%	-2%	-21%	2%	-6%	-7%	22%
Cc1cccc(-n2ncc3c(NCc4ccco4)ncnc32)c1	-24%	-4%	-23%[10 µM]	2%	-2%	1%	?
Cn1c(CC(=O)c2ccc(Br)cc2)[n+](C)c2ccccc21	2%[46 µM]	0%	18%[10 µM]	-5%	5%	-14%	-17%
O=C(CCCc1nc2ccccc2s1)NCc1ccccc1F	3%	15%	2%[10 µM]	-4%	2%	1%	6%
O=C(Cn1nc2ccccc2n1)N/N=C/c1cc(Cl)cc([N+](=O)[O-])c1O	?	?	22%[10 µM]	-16%	3%	3%	?
COC(=O)[C@@H](NC(=O)Nc1ccc(OC(F)(F)F)cc1)C(C)C	-8%	-1%	2%[0.074 µM]	3%	-1%	2%	-2%
O=c1cc2c(nn1Cc1ccccc1Cl)-c1ccccc1CC2	-6%	-4%	-4%	2%	-3%	-3%	-9%
O=C(Nc1ccc(S(=O)(=O)Nc2ccccn2)cc1)C(F)(F)F	.	10%	-5%	2%	5%	-3%	-14%
CC(C)Cn1c(-c2ccc(F)cc2)n[nH]c1=S	-15%	-12%	5%[10 µM]	4%	-2%	-3%	9%
